Screens as filed in PubChem.
AGP1-GFP MLPCN – modulators of AGP1-GFP expression in yeast TOR pathway, primary screen, cell-based, multiplex flow cytometry, S. cerevisiae, MLPCN library; 3 h; GFP as percent of DMSO wells; GFP response vs DMSO, % at 10 µM; AID 2066, 2009; 0.02% of 320,000 active;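 active = GFP response relative to DMSO above a set limit, near screen average plus 3 SD, cut at about 150% in these data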;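 note: median GFP channel fluorescence of the gated AGP1 strain per well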
AHR activator – AHR activators, primary screen, cell-based, luminescence, luciferase reporter, human. activation, % at 5 µM. 2.5% of 320,000 active. AHR-responsive luciferase reporter cells. Aryl hydrocarbon receptor (Homo sapiens), P35869. AID 2796, 2010; in the data active = activation above about 47%;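 note: 0% = vehicle wells and 100% = reference agonist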
Target sequence (P35869 whole entry, looked up): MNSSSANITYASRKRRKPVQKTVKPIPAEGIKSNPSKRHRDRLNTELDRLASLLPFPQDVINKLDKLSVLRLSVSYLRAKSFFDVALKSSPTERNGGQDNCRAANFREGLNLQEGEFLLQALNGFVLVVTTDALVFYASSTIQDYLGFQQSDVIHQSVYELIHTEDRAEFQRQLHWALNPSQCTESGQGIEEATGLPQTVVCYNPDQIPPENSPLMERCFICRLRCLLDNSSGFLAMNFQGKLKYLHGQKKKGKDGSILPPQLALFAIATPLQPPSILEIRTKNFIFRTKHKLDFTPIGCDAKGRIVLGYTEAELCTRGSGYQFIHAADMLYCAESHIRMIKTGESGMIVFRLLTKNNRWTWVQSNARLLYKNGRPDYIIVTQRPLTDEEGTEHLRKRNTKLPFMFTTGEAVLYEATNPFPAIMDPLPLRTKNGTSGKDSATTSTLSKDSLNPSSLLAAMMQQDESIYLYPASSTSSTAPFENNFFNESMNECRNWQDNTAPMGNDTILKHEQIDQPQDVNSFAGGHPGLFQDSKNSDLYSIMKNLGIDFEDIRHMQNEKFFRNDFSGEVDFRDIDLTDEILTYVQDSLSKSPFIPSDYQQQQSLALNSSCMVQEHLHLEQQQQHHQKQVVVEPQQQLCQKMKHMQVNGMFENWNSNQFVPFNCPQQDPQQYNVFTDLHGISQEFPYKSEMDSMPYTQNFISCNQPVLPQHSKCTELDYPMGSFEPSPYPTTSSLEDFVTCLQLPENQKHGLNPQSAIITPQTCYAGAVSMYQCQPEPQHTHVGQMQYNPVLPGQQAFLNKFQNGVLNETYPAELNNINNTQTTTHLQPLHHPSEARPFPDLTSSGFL
MEP2 TOR yeast – modulators of MEP2-GFP levels in yeast, primary screen, S. cerevisiae, multiplex flow cytometry, MLPCN library; GFP response vs DMSO, % at 10 µM; 0.51% of 330,000 active; AID 2016, 2009; S. cerevisiae MEP2-GFP strain, 3 h; 100% = DMSO control level;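 active = GFP response versus DMSO above a set limit, roughly screen mean plus 3 SD, cut at about 180% in these data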;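 note: median GFP fluorescence of the barcode-gated MEP2-GFP cells per well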
LAP4-GFP MLPCN – modulators of LAP4-GFP expression in yeast, primary screen, S. cerevisiae, multiplex flow cytometry, MLPCN library; 3 h; median GFP as percent of DMSO wells; GFP response vs DMSO, % at 10 µM; 0.34% of 320,000 active; AID 2023, 2009;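 active = GFP response vs DMSO above a set limit, about the screen mean plus 3 SD, cut at about 150% in these data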
RPL19A-GFP yeast – RPL19A-GFP expression modulators in yeast, primary screen, cell-based, S. cerevisiae, multiplex flow cytometry, MLPCN. S. cerevisiae RPL19A-GFP strain, 3 h; active compounds read low. percent response vs DMSO, % at 10 µM. 0.3% of 330,000 active. AID 2025, 2009;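 active = percent response vs DMSO below 50%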;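 note: median channel GFP fluorescence of the barcoded RPL19A-GFP strain; ratio of sample median GFP to plate DMSO average so 100% = DMSO; lower means less RPL19A-GFP as with rapamycin TOR inhibition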
Efflux pump mplx – inhibitors of Candida efflux pumps in yeast, primary screen, S. cerevisiae, Nile Red, multiplex; S. cerevisiae Candida pump triplex; inhibition, % at 10 µM; 0.44% of 330,000 active; AID 485275, 2010;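 active = plate passing quality check with inhibition over a set limit, or well fluorescence over plate mean plus 4 SD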;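 note: Nile Red retained in pooled yeast measured as flow cytometry median fluorescence; 0% = buffer negative control and 100% = Enniatin B positive control; higher means more Nile Red kept so more efflux inhibition; some compounds called inactive have numbers as strong as hits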
CIT2-GFP yeast – modulators of CIT2-GFP expression in yeast, primary screen, S. cerevisiae, GFP fusion, multiplex flow cytometry, MLPCN library; S. cerevisiae CIT2-GFP strain, 3 h; 100 means same as DMSO wells; GFP response vs DMSO, % at 10 µM; 0.065% of 320,000 active;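 active = GFP response relative to DMSO above a set limit, near the screen mean plus 3 SD, cut at about 150% in these data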;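 note: ratio of well median GFP fluorescence to mean of DMSO wells on the plate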
CR mimetic SO – reduction of superoxide in aged yeast, primary screen, HTS | S. cerevisiae aged cells, superoxide DHE fluorescence; active compounds read low | AID 2690, 2010 | 0.18% of 330,000 active | superoxide response (% of plate mean), % at 10 µM;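 active = superoxide response under a set limit, about three screen SD below normal, cut at about 65% in these data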;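 note: yeast aged for seven days with compound at 30 °C before DHE staining; 100% = average MFI of all compound-treated wells on the plate with controls excluded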
The depositor's hits bear a star.

Start of the data: the first 2 entries (preview)
Letter code: A = AGP1-GFP MLPCN; B = AHR activator; C = MEP2 TOR yeast; D = LAP4-GFP MLPCN; E = RPL19A-GFP yeast; F = Efflux pump mplx; G = CIT2-GFP yeast; H = CR mimetic SO
Cc1coc2c(C)c3oc(=O)c(CC(=O)N[C@@H](CC(C)C)C(=O)O)c(C)c3cc12
  A: 101; B: 1; C: 116; D: 107; E: 93; F: 0.2; G: 94; H: 137

CCCN1Cc2cccc(C(=O)N3CCN(c4ccc(OC)cc4)CC3)c2C1=O
  A: 110; B: -2; C: 112; D: 90; E: 103; F: 0.0; G: 101; H: 93

Main list, from the first entry:
Letter code: A = AGP1-GFP MLPCN; B = AHR activator; C = MEP2 TOR yeast; D = LAP4-GFP MLPCN; E = RPL19A-GFP yeast; F = Efflux pump mplx; G = CIT2-GFP yeast; H = CR mimetic SO
Cc1coc2c(C)c3oc(=O)c(CC(=O)N[C@@H](CC(C)C)C(=O)O)c(C)c3cc12
  A: 101; B: 1; C: 116; D: 107; E: 93; F: 0.2; G: 94; H: 137

CCCN1Cc2cccc(C(=O)N3CCN(c4ccc(OC)cc4)CC3)c2C1=O
  A: 110; B: -2; C: 112; D: 90; E: 103; F: 0.0; G: 101; H: 93

CCCC(=O)NC(=S)Nc1cccc(NC(=O)c2ccccc2Cl)c1
  A: 97; B: 4; C: 103; D: 91; E: 99; F: -0.2; G: 97; H: 93

Cc1ccc(S(=O)(=O)/N=C2/NC(=O)/C(=C/c3ccccc3)S2)cc1
  A: 111; B: 0; C: 102; D: 115; E: 103; F: -0.1; G: 112; H: 101

CCOc1ccccc1CNC(=O)CCc1cn(CC)c2ccccc12
  A: 96; B: 12; C: 112; D: 100; E: 103; F: -0.1; G: 99; H: 96

CN(C)CC(C)(C)CNCc1cc(=O)oc2ccc3ccccc3c12
  A: 104; B: 0; C: 105; D: 98; E: 105; F: 0.2; G: 107; H: 86

COC(=O)C1C(=O)C2=C(CC1C)Nc1ccccc1NC2c1cccs1 (configuration not stated)
  A: 101; B: 1; C: 109; D: 98; E: 104; F: 0.2; G: 98; H: 89

Cc1cc(N2CCN(C)CC2)nc2ccc(NC(=O)CCC(=O)NCCC(C)C)cc12
  A: 104; B: 6; C: 99; D: 107; E: 97; F: 0.0; G: 96; H: 94

S=C(NCCC(c1ccccc1)c1ccccc1)Nc1ccc(Cl)cc1
  A: 106; B: 1; C: 105; D: 110; E: 106; F: 0.1; G: 103; H: 112

O=C(/C=C/c1ccc(F)cc1)Nc1ccc(S(=O)(=O)Nc2ncccn2)cc1
  A: 104; B: 2; C: 102; D: 101; E: 97; F: 0.1; G: 102; H: 99

Cc1ccc(S(=O)(=O)c2ccc(Cl)cc2)cc1S(=O)(=O)NC(C(=O)O)C(C)C (configuration not stated)
  A: 93; B: -4; C: 106; D: 82; E: 97; F: 0.6; G: 93; H: 110

COc1ccc(-n2c(SCC(N)=O)nc3sc4c(c3c2=O)CCN(C)C4)cc1
  A: 99; B: 4; C: 101; D: 99; E: 97; F: 0.2; G: 95; H: 102

O=C(CSc1nnc(COc2ccccc2)o1)N1CCOCC1
  A: 114; B: -1; C: 95; D: 114; E: 97; F: 0.0; G: 104; H: 88

Cc1ccc(C(=O)N(c2ccccn2)C(C)c2ccco2)cc1C (configuration not stated)
  A: 103; B: -3; C: 101; D: 103; E: 97; F: 0.0; G: 97; H: 108

COc1ccc(CN(C)Cc2c(O)ccc3cc(Br)ccc23)cc1OC
  A: 100; B: 2; C: 95; D: 107; E: 99; F: 0.0; G: 104; H: 116

Retrieved one by one from the list above (7):
Letter code: A = AGP1-GFP MLPCN; B = AHR activator; C = MEP2 TOR yeast; D = LAP4-GFP MLPCN; E = RPL19A-GFP yeast; F = Efflux pump mplx; G = CIT2-GFP yeast; H = CR mimetic SO
COC(=O)C1C(=O)C2=C(CC1C)Nc1ccccc1NC2c1cccs1 (configuration not stated)
  A: 101; B: 1; C: 109; D: 98; E: 104; F: 0.2; G: 98; H: 89

S=C(NCCC(c1ccccc1)c1ccccc1)Nc1ccc(Cl)cc1
  A: 106; B: 1; C: 105; D: 110; E: 106; F: 0.1; G: 103; H: 112

CCOc1ccccc1CNC(=O)CCc1cn(CC)c2ccccc12
  A: 96; B: 12; C: 112; D: 100; E: 103; F: -0.1; G: 99; H: 96

Cc1ccc(S(=O)(=O)/N=C2/NC(=O)/C(=C/c3ccccc3)S2)cc1
  A: 111; B: 0; C: 102; D: 115; E: 103; F: -0.1; G: 112; H: 101

CCCC(=O)NC(=S)Nc1cccc(NC(=O)c2ccccc2Cl)c1
  A: 97; B: 4; C: 103; D: 91; E: 99; F: -0.2; G: 97; H: 93

COc1ccc(CN(C)Cc2c(O)ccc3cc(Br)ccc23)cc1OC
  A: 100; B: 2; C: 95; D: 107; E: 99; F: 0.0; G: 104; H: 116

Cc1ccc(S(=O)(=O)c2ccc(Cl)cc2)cc1S(=O)(=O)NC(C(=O)O)C(C)C (configuration not stated)
  A: 93; B: -4; C: 106; D: 82; E: 97; F: 0.6; G: 93; H: 110

Other entries.
Letter code: A = AGP1-GFP MLPCN; B = AHR activator; C = MEP2 TOR yeast; D = LAP4-GFP MLPCN; E = RPL19A-GFP yeast; F = Efflux pump mplx; G = CIT2-GFP yeast; H = CR mimetic SO
COc1ccc(CCNC(=O)CSc2nnc(-c3ccc(F)cc3)o2)cc1OC
  A: 94; B: 7; C: 91; D: 96; E: 89; F: 0.0; G: 102; H: 104

CC(=O)Nc1ccc(S(=O)(=O)N2CCC(C(=O)NCCC(=O)NCc3ccncc3)CC2)cc1
  A: 112; B: 0; C: 111; D: 116; E: 107; F: -0.1; G: 106; H: 104

O=C(c1ccco1)N1CCN(C(=O)c2cc(-c3ccccc3)nc3ccccc23)CC1
  A: 116; B: 9; C: 108; D: 106; E: 105; F: -0.2; G: 101; H: 97

COc1cc2c(cc1OC)C(c1cccc([N+](=O)[O-])c1)=NCC2
  A: 112; B: 4; C: 109; D: 85; E: 105; F: -0.1; G: 119; H: 104

COc1ccc(S(=O)(=O)NCCCN2CCCC2=O)c(OC)c1
  A: 102; B: -5; C: 96; D: 93; E: 105; F: 0.0; G: 106; H: 100

O=C(CSc1nnc(-c2ccccc2Cl)o1)Oc1ccc(Br)cc1
  A: 99; B: 0; C: 94; D: 107; E: 90; F: 0.1; G: 87; H: 96

CCOc1ccc(NC(=O)/C(C#N)=C/c2ccc(N3CCCC3)c(C)c2)cc1
  A: 92; B: 0; C: 99; D: 97; E: 92; F: 0.2; G: 97; H: 84

C/C=C(/C(=C/C)c1ccc(O)cc1)c1ccc(O)cc1
  A: 86; B: -2; C: 89; D: 111; E: 97; F: 0.1; G: 78; H: 113

Cc1ccnc(-n2c(C)cc(C=O)c2C)c1
  A: 101; B: -3; C: 99; D: 95; E: 100; F: 0.1; G: 96; H: 91

NC(=O)c1ccc(N2CCCCC2)c(N2C(=O)C3C4C=CC(C4)C3C2=O)c1 (configuration not stated)
  A: 111; B: 0; C: 106; D: 108; E: 105; F: 0.0; G: 107; H: 113

COc1ccc(CCNC(=O)CCCn2c(=O)c3cccn3c3cccnc32)c(OC)c1
  A: 88; B: 0; C: 87; D: 88; E: 92; F: -0.3; G: 94; H: 93

Cc1ccc2cc(CCNC(=O)Cc3cccs3)c(=O)[nH]c2c1
  A: 101; B: 10; C: 98; D: 91; E: 97; F: -0.2; G: 101; H: 91

Cc1nc2scc(C)n2c(=O)c1S(=O)(=O)NCCc1ccccc1
  A: 106; B: 1; C: 99; D: 104; E: 101; F: -0.1; G: 99; H: 109

O=C(CC1NC2CCCCC2NC1=O)Nc1ccc2c(c1)OCO2 (configuration not stated)
  A: 109; B: 2; C: 103; D: 96; E: 102; F: 0.0; G: 104; H: 86

COc1ccc(OCc2n[nH]c(=S)n2Cc2ccco2)cc1
  A: 96; B: 4; C: 94; D: 101; E: 93; F: 0.0; G: 96; H: 102

Cc1ccc(C2(C)NC(=O)N(CC(=O)Nc3c(C)n(C)n(-c4ccccc4)c3=O)C2=O)cc1 (configuration not stated)
  A: 102; B: 1; C: 105; D: 98; E: 109; F: 0.1; G: 102; H: 116

Cc1cc2oc(C(=O)N(Cc3ccccc3)c3ccccn3)cc(=O)c2cc1Cl
  A: 109; B: 6; C: 101; D: 100; E: 96; F: 0.0; G: 94; H: 82

OCC1(CCCc2ccccc2)CCN(C2CCSCC2)CC1
  A: 97; B: 2; C: 104; D: 93; E: 101; F: 0.0; G: 104; H: 102

CCOC(=O)Cn1c(=NC(=O)CC)sc2c(C)cc(C)cc21
  A: 105; B: 4; C: 102; D: 110; E: 98; F: -0.2; G: 104; H: 104

O=C(NCC(=O)N(c1ccc2c(c1)OCCO2)C(C(=O)NC1CCCC1)c1ccco1)c1ccco1 (configuration not stated)
  A: 101; B: 3; C: 100; D: 97; E: 98; F: 0.0; G: 96; H: 107

CCOC(=O)NN1C(=O)c2ccccc2NC1c1ccccc1O (configuration not stated)
  A: 80; B: 4; C: 86; D: 85; E: 109; F: 5.2; G: 86; H: 103

Cc1cc(C)nc(SCc2cc(=O)c(OC(=O)c3cccc([N+](=O)[O-])c3)co2)n1
  A: 93; B: 5; C: 95; D: 99; E: 94; F: 0.2; G: 81; H: 111

O=C(O)CC(CC(=O)Nc1ccc(Oc2ccccc2)cc1)c1ccccc1 (configuration not stated)
  A: 103; B: -3; C: 97; D: 109; E: 94; F: -0.1; G: 96; H: 89

CC(=O)c1cccc(N2Cc3ccccc3C2=NC(=O)CCl)c1
  A: 99; B: 2; C: 94; D: 96; E: 98; F: 0.0; G: 97; H: 82

[O-][N+]1=c2ccc(Nc3ccccc3)cc2=NC12CCCCC2
  A: 103; B: 18; C: 102; D: 115; E: 100; F: 0.1; G: 105; H: 116

O=C(CNC(=O)OCc1ccccc1)Oc1cc2oc(=O)cc(-c3ccccc3)c2cc1Cl
  A: 79; B: 0; C: 99; D: 102; E: 100; F: -0.1; G: 110; H: 226

CCn1c(SCc2cccc(F)c2)nc2c(c1=O)SCC2
  A: 88; B: 1; C: 107; D: 97; E: 100; F: 0.1; G: 89; H: 108

O=C(N/N=C/c1cccc(O)c1)C(=O)N1CCCCCC1
  A: 108; B: 2; C: 97; D: 95; E: 102; F: -0.1; G: 101; H: 86

COc1cc([N+](=O)[O-])ccc1Nc1nc(C)cc(C)n1
  A: 106; B: 7; C: 110; D: 118; E: 104; F: 0.0; G: 95; H: 93

COc1ccc(N(CC(=O)Nc2cc(OC)ccc2OC)S(C)(=O)=O)cc1
  A: 96; B: 13; C: 101; D: 99; E: 97; F: 0.1; G: 94; H: 92

Cc1ccccc1Nc1nc(N)c2ccccc2n1
  A: 101; B: 2; C: 99; D: 99; E: 96; F: 0.1; G: 106; H: 98

Cc1csc(NC(=O)C2CCCN2C(=O)Oc2ccccc2)n1 (configuration not stated)
  A: 107; B: 1; C: 100; D: 95; E: 98; F: -0.2; G: 102; H: 83

COC(=O)/C=C1\S/C(=N/NC(=O)c2ccc(OC)cc2)NC1=O
  A: 101; B: 0; C: 91; D: 102; E: 98; F: -0.1; G: 98; H: 93

COc1cc(OC)c(N(C)S(=O)(=O)c2cccc(C(=O)Nc3nnc(C4CC4)s3)c2)cc1Cl
  A: 93; B: 22; C: 95; D: 94; E: 94; F: 0.2; G: 97; H: 112

CC1(C)OC(=O)N(c2ccccc2)C12C=Cc1cc(Br)ccc1O2 (configuration not stated)
  A: 104; B: -1; C: 94; D: 113; E: 101; F: 0.1; G: 98; H: 111

Cc1ccc(NS(=O)(=O)c2ccc3c(c2)CC(=O)N3)cc1C
  A: 108; B: 3; C: 97; D: 118; E: 103; F: -0.1; G: 113; H: 102

This is a random part of the collection; about 3.9% have a hit in one of these screens.
